# High-throughput results: PubChem, several laboratories
# CaV13 FRET inh: Disruptors of the CACNA1D IQ motif to Ca2+-dependent inactivation inhibitor domain association, primary screening, Förster resonance energy transfer in intact living …; HEK cells, CFP/YFP FRET ICDI-IQ, plate reader, 10 min; percent FRET-ratio fall versus neutral wells; inhibition, % at 12.3 µM; 0.098% of 340,000 active;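 active = mean replicate inhibition of at least 30% and at least 1% of replicates passing that level; inconclusive = only one of the two criteria is met; inactive = neither criterion is met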;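 also: 0% = median of the neutral control wells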
# H9c2 protect: modulators protecting cardiomyocytes from myocardial damage; H9c2 cardiomyocytes, H2O2 injury protection, ATPLite, 2 h; protection from H2O2 cell death, % at 20 µM; 0.63% of 360,000 active;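 active = compounds giving at least 50% protection of heart cells from peroxide-induced death in the single-dose screen, raw or plate-pattern-corrected value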;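 also: 0% = DMSO wells with peroxide and 100% = DMSO wells without peroxide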
# Glyco luc inh: blocks N-linked glycosylation in D54 reporter cells | D54 ERlucT glycosylation luciferase reporter, 24 h; percent of 100 nM tunicamycin response | reporter increase, % at 12.5 µM | 0.23% of 360,000 active;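 active = mean luciferase reporter signal, scaled so untreated is 0 and the glycosylation-blocking control 100, at or above a set limit in every replicate; inconclusive = mean reaches the limit but not every replicate does; inactive = mean below the limit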;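 also: luciferase carries N-glycosylation sites so blocking glycosylation raises the light; 0% = median of neutral control wells and 100% = median of 100 nM tunicamycin wells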
# Vif imaging: HIV Vif inhibition; HEK293T cells, Vif self-association by quenched fluorescence, imaging, 24 h; inhibition, % at 7.49 µM; 0.35% of 340,000 active; in the data active = inhibition above about 50%, passing the limit was not always enough; inconclusive = no clear call, values can overlap the other calls; inactive = below about 31%; also: some results filed as inactive read as strong as hits
# hiPSC survival: increases survival of single human iPS cells | survival enhancement, % at 20 µM | 0.044% of 360,000 active | hiPSC single-cell survival, ATPlite luminescence; 100% = ROCK inhibitor wells, 0% = DMSO | AID 602274; in the data active = survival enhancement above about 18%;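 also: cells exposed to compounds for 16 hours before the ATP read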
# ABCB6 inh MLPCN: human ABCB6 transporter inhibition; Q9NP58; K562-ABCB6 porphyrin accumulation, flow cytometry, 1 h; hits give low values; fluorescence ratio to DMSO, % at 10 µM; 0.19% of 360,000 active; AID 602162;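 active = fluorescence ratio to DMSO below 75%, the collection mean minus 3 SD; inconclusive = too few cells collected in the well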;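 also: signal is porphyrin accumulated inside mitochondria; 100% equals median channel fluorescence of DMSO control wells; lower ratio means ABCB6 inhibition with less porphyrin fluorescence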
# Granule exo inh: blocks lytic granule exocytosis | TALL-104 LAMP-1 surface exposure, flow cytometry; cells stimulated with thapsigargin and PMA | inhibition, % at 10 µM | 0.66% of 360,000 active | AID 651702;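 active = inhibition above about 55%, limit read from the data; inconclusive = no clear call, values can overlap the other calls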
# HTR2A ag: activates the mouse 5-HT2A serotonin receptor | P35363 | CHO-K1 mHTR2A beta-arrestin complementation, luminescence; percent of 30 µM serotonin response | activation, % at 7.6 µM | 0.66% of 360,000 active;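 active = activation above a run cutoff, the mean activation of all tested compounds plus 3 SD, cut at about 14% in these data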;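 also: 0% = plate median of compound wells and 100% = 30 µM serotonin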
# Target sequence (P35363 whole entry, looked up): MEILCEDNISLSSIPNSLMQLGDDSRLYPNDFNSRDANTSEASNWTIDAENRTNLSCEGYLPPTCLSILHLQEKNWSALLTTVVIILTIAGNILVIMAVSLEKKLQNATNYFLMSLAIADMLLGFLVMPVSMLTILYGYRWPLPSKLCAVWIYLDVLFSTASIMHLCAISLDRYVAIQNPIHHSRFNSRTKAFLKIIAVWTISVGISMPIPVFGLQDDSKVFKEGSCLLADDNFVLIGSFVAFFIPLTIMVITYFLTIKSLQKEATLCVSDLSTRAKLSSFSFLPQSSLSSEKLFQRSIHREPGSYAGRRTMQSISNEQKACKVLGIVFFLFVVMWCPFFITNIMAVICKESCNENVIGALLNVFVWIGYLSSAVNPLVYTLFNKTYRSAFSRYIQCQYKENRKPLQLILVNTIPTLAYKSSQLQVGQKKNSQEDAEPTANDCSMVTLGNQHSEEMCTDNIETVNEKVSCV
# aDG glyco act: increases alpha dystroglycan glycosylation; Pro5-aDG cells, alpha-DG glycosylation AlphaScreen (IIH6); 0% Pro5, 100% B10-LARGE cell signal; activation, % at 10 µM; 0.22% of 360,000 active; AID 624168;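 active = activation of at least 8% versus controls, or a plate z-score of at least 8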;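 also: Pro5 are CHO cells carrying HIG-tagged alpha-DG that lacks glycosylation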
# PDI inh: blocks human protein disulfide isomerase activity | PDI insulin aggregation turbidity, A650, 90 min | 0.052% of 350,000 active | inhibition, % at 10 µM | P07237 | AID 588391;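 active = mean inhibition across replicates of 30% or more, whatever share of single replicates reach that level; inconclusive = mean inhibition below 30% while every single replicate reaches 30%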;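 also: absorbance from insulin aggregation driven by PDI reduction with DTT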
# Target sequence (P07237 whole entry, looked up): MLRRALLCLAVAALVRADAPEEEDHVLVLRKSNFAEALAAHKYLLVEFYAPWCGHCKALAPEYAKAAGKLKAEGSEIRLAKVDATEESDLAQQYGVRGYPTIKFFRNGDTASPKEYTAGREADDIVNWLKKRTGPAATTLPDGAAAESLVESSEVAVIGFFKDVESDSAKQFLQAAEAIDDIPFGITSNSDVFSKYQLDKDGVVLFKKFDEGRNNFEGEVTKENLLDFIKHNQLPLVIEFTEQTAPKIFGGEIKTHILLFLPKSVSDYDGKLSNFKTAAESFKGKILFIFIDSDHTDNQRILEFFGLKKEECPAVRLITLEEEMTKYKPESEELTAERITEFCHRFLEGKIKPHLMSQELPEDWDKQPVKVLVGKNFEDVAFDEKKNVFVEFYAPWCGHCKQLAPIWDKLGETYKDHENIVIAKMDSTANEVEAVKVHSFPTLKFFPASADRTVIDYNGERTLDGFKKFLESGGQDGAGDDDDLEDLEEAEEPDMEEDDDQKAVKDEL
# An asterisk follows results filed as active; ? = inconclusive; . = not tested or not shown.
# Each structure is followed by: hiPSC survival	Glyco luc inh	ABCB6 inh MLPCN	CaV13 FRET inh	aDG glyco act	H9c2 protect	HTR2A ag	Granule exo inh	PDI inh	Vif imaging
CCOc1ccc(CC(=O)NCC2(N3CCCCC3)CCCCC2)cc1
 : -0.2	-1	102	0	0.0	7	-1	0	2	-1
CC1(C)CC(CC(=O)O)C(=O)O1 (centres undefined)
 : -1.7	1	95	-5	-0.2	-1	-1	-1	-1	-17
COc1cc(OC)c2ccc(=O)oc2c1C(CC(=O)N1CCCC(C)C1)c1ccc2c(c1)OCO2 (centres undefined)
 : 0.3	-2	96	-12	-0.4	46	1	-4	-2	-2
COc1ccc(/C(C)=N/NC(=S)Nc2cc(C)ccc2C)cc1
 : 0.3	-1	103	-4	2.1	18	0	2	-13	-4
CC(=O)NC(CC(=O)O)c1ccc(F)cc1 (centres undefined)
 : -0.7	1	98	-3	-0.1	-4	-3	-3	5	1
O=C([C@H]1O[C@@H](n2ccc(=O)[nH]c2=O)[C@H](O)[C@@H]1O)N1CCC(F)(F)CC1
 : -2.3	1	101	-3	2.0	10	1	1	.	.
N#Cc1ccc(OCC(=O)Nc2ccc3[nH]c(=O)[nH]c3c2)cc1
 : -0.4	4	94	-7	0.0	2	11	-2	11	2
Cc1ccc(C)c2[nH]c(=O)c(CN(Cc3cccnc3)C(=S)NCc3ccco3)cc12
 : 1.1	-4	96	-3	0.1	19	1	2	18	-1
CC1SC(C)C(=O)N(CC(=O)NC2CCCCC2)C1=O (centres undefined)
 : 0.9	-1	95	-5	-0.1	-2	-2	2	1	-3
CC(=O)c1ccc(S(=O)(=O)Nc2ccc3c(c2)OCO3)cc1
 : -0.2	-2	98	-5	-0.2	-1	-2	0	14	-10
CCc1ccc2[nH]c(=O)c(C3C(C#N)=C(N)Oc4c3ccc3cccnc43)cc2c1 (centres undefined)
 : 4.2	3	89	-7	-0.2	64*	4	-3	-6	-10
O=C(CSc1nnc(NC(=O)c2c(F)cccc2F)s1)NC1CCCC1
 : -0.5	0	94	-7	-0.2	-3	-2	-3	-7	21
Cc1onc(-c2ccccc2)c1C(=O)NC(=S)NNC(=O)c1ccco1
 : -0.1	0	97	-20	-0.1	12	1	0	-7	4
COCCN(Cc1cn[nH]c1-c1ccc2cc(OC)ccc2c1)C(C)C
 : 1.0	-1	93	-1	-0.2	11	-5	12	4	-7
CCOc1ccc(Cl)cc1CNCCCSc1ncccn1
 : 0.0	-1	98	-5	-0.1	-8	4	-3	-7	-2
S=C(Cc1ccc(Cl)cc1)N1CCOCC1
 : 1.2	-2	105	-2	-0.4	3	1	-2	11	-9
CN(C(=O)Nc1cnc2ccccc2c1)c1ccccc1
 : -0.4	2	93	-11	1.1	-1	-2	2	-8	-1
C=C(C)CNC(=S)Nc1nc2c(cc1C(=O)OCC)CCCC2
 : -1.1	0	113	-3	0.2	-9	2	-2	-4	-2
COc1ccc(C(=O)/C=C(\N)C(F)(F)F)c(O)c1
 : 1.6	-1	99	-5	-0.2	-2	-1	4	0	-10
O=C(Cn1c(C(F)(F)F)nc2ccccc21)N1CCCC1
 : -1.6	-2	89	-5	0.1	0	0	0	0	23
CC1Cc2ccccc2N1c1ncnc2c1nnn2Cc1ccccc1Cl (centres undefined)
 : 0.4	-5	94	-7	0.8	0	0	-1	-6	4
CCc1nnc(NC(=O)Cn2nc(-c3ccccc3OC)ccc2=O)s1
 : 0.3	0	89	-8	-0.1	1	0	-1	-1	-5
COc1ccc(CCNC(=O)c2cc(S(=O)(=O)N3CCOCC3)ccc2N2CCCC2)cc1OC
 : -0.2	3	81	-6	0.0	7	8	4	5	0
COC(C(=O)Nc1ccnn1C1CCN(Cc2ccc(C)s2)CC1)c1ccccc1 (centres undefined)
 : -0.6	-1	93	0	0.0	1	-4	6	4	5
CCN(Cc1ccccc1)S(=O)(=O)c1cc(C(=O)NC(C)C2CC3CCC2C3)ccc1OC (centres undefined)
 : -1.0	-3	103	-5	0.5	-6	-5	-1	1	-22
CCC(=O)N1CCCC(C(=O)Nc2ccc3cn[nH]c3c2)CC1 (centres undefined)
 : -3.5	3	100	-7	-0.2	0	3	-2	12	-3
Cc1ccc(S(=O)(=O)CCC(=O)OC(C)C(=O)NC2CCCCC2C)cc1 (centres undefined)
 : 0.5	0	87	-16	0.0	-3	12	-7	-1	7
Cc1ccc(C2=NN(CCC(=O)NCCCN3CCOCC3)C(=O)CC2)cc1
 : -0.4	4	96	-6	0.3	-2	4	-1	-11	-2
CCc1cccc(C)c1NC(=O)CSc1nc2ccccc2n1CC(=O)N(C)C
 : 4.6	0	93	-9	-0.1	-8	10	-4	-3	-3
CCCNC(=O)Nc1cc(OCC)c(N2CCOCC2)cc1OCC
 : -1.5	2	99	-5	0.2	-7	6	-3	-7	8

# At a glance, two of the compounds above.
# Each structure is followed by: hiPSC survival	Glyco luc inh	ABCB6 inh MLPCN	CaV13 FRET inh	aDG glyco act	H9c2 protect	HTR2A ag	Granule exo inh	PDI inh	Vif imaging
CCc1cccc(C)c1NC(=O)CSc1nc2ccccc2n1CC(=O)N(C)C
 : 4.6	0	93	-9	-0.1	-8	10	-4	-3	-3
CCCNC(=O)Nc1cc(OCC)c(N2CCOCC2)cc1OCC
 : -1.5	2	99	-5	0.2	-7	6	-3	-7	8

# Further compounds
# Each structure is followed by: hiPSC survival	Glyco luc inh	ABCB6 inh MLPCN	CaV13 FRET inh	aDG glyco act	H9c2 protect	HTR2A ag	Granule exo inh	PDI inh	Vif imaging
COc1ccc(C2CC(=O)N(CC(=O)NCC3CCCO3)c3ccccc3S2)cc1 (centres undefined)
 : -0.7	-3	100	-2	0.0	0	0	10	4	4
Cc1ccc2nc(N3C(=O)C(O)=C(C(=O)c4ccco4)C3c3cccc(O)c3)sc2c1 (centres undefined)
 : -0.4	4	106	-7	-0.1	3	1	0	0	0
Cc1ccccc1-c1cn(-c2ccccc2)c(=S)[nH]1
 : -0.7	6	99	-3	0.0	-1	0	24	-9	-1
COc1ccc(CNC(=O)c2cccc(NC3=NC4CS(=O)(=O)CC4S3)c2)cc1 (centres undefined)
 : -2.1	2	101	-6	-0.1	5	7	-6	.	-5
CCCn1c(N)c(N(CCOC)C(=O)c2ccc(N3CCCC3=O)cc2)c(=O)[nH]c1=O
 : -0.1	2	102	-8	0.5	4	2	4	5	33
O=C(CN1C(=O)c2ccccc2C1=O)OCC(=O)c1ccc(F)cc1
 : -0.3	0	101	-6	-0.2	2	5	1	3	2
Cc1cccc(CSc2nnc(-c3ccccn3)n2N)c1
 : -2.1	6	97	-1	0.0	0	3	9	8	9
Cc1nn(Cc2ccccc2)c(C)c1C(=O)N1CCN(CC(=O)Nc2ccccc2Cl)CC1
 : 0.0	0	92	-16	-0.3	0	-7	2	-15	-6
CCc1ccc(/C=C/C(=O)c2cc(Br)ccc(=O)c2O)cc1
 : 7.1	6	108	-6	0.0	10	-2	15	-8	9
CCOC(=O)c1ccc(NC(=O)CSC2=NN3CCCC(=O)N=C3S2)cc1
 : 0.6	0	96	-7	0.4	-4	7	-3	6	-3
CCOc1cc(C2C(C(=O)OC)=C(C)N=C3SC(C)C(=O)N32)ccc1OC(C)=O (centres undefined)
 : 0.5	-3	98	-5	0.0	10	5	-2	16	-7
CCOC1CCCc2oc(-c3ccsc3)c(-c3cnc(OC)nc3)c21 (centres undefined)
 : -0.2	.	97	-10	1.2	.	5	-3	.	.
O=C(C1CCCCC1)N1CCC2CC1c1cc(-c3ccc4c(c3)OCO4)ccc12 (centres undefined)
 : 1.3	-2	101	-6	0.3	-10	13	0	.	1
CC(C)Oc1ccc(CNC2CCOC(C)(C)C2)cc1 (centres undefined)
 : -1.6	0	99	-14	0.0	-6	-4	2	-3	3
Cc1ccc(NC(=O)COC(=O)c2ccc(NC(=O)CC#N)cc2)cc1S(=O)(=O)N1CCOCC1
 : -3.0	1	94	-3	-0.1	2	-3	0	2	13
Cc1cccc(C)c1NC(=S)N(CCN1CCCCCC1)Cc1ccco1
 : -0.4	0	95	-1	0.0	-1	-3	1	5	0
CCOc1ccc(C(=O)NCc2cccnc2)cc1
 : 0.9	-3	100	.	-0.2	2	-1	-4	4	-1
Cc1cc(C(C)(C)C)cc(S(=O)(=O)NCCO)c1C
 : 3.8	1	96	-6	0.1	16	0	0	3	11
O=C1N(c2ccc3c(c2)OCCO3)C(c2ccccc2)C1(F)F (centres undefined)
 : 0.8	3	100	9	-0.1	-6	-2	1	4	1
COc1ccc(N2CCN(CCNC(=O)Nc3cc(Cl)ccc3Cl)CC2)cc1
 : -0.6	-3	97	-4	0.1	2	-17	8	4	-6
COc1ccccc1N1C(=O)C2C(C(=O)c3ccccc3)=NN(c3ccc(Br)cc3)C2C1=O (centres undefined)
 : -0.2	1	108	-40	-0.1	-4	2	-19	-3	9
Cc1ccc(C)c(-n2c(CNC(=O)c3ccco3)nnc2SCC(=O)Nc2nnc(C)s2)c1
 : 4.3	0	81	-5	-0.4	16	-3	2	.	3
O=[N+]([O-])c1ccc(NS(=O)(=O)N2CCOCC2)cc1
 : 0.4	1	96	-13	0.0	-3	-3	2	24	2
COc1ccc(CCNC(=O)CCCN2C(=O)c3ccccc3C2=O)cc1
 : 0.6	-1	103	2	-0.3	-1	-5	0	-6	-10
CCN(CC)Cc1c(O)ccc2c(=O)c(-c3ccccc3Cl)coc12
 : -0.4	2	100	-4	0.0	2	5	-16	-5	2
CCN(Cc1ccccc1)C(c1cc2cc(C)cc(C)c2[nH]c1=O)c1nnnn1CCOC (centres undefined)
 : 1.9	0	97	-2	-0.2	1	7	-1	21	-12
Cc1ccc(NC(=O)CC(C)CC2=NS(=O)(=O)c3ccccc3N2)cc1 (centres undefined)
 : -0.8	0	97	-6	0.1	2	-3	-7	-4	5
CCc1ccc(NC(=O)C(=O)NCc2ccccn2)cc1
 : -1.1	1	81	4	0.1	-5	3	-2	-3	6
N#CC(C#N)=Cc1ccc(-c2ccc(S(=O)(=O)N=C(N)N)cc2)o1
 : 0.2	0	99	-15	-0.2	6	-4	-3	-6	6
CC(C)(C)NC(=O)C(=O)NN=C1CCCCCCC1
 : 0.1	1	94	-17	-0.3	16	7	0	-1	-6
Cc1ccc(C2OC3=C(C(=O)CC(C)(C)C3)C(N)=C2C#N)o1 (centres undefined)
 : -0.7	0	96	-2	0.1	3	-5	-2	-3	-1
CCN1CCN(c2cc(C)c3cc(NC(=S)NCCCOC)ccc3n2)CC1
 : -0.2	0	100	-1	0.0	-4	2	7	2	-3
Cc1cccc(CN2C(=O)N/C(=C/c3ccc(C)s3)C2=O)c1
 : 2.6	13	110	.	1.3	-10	9	5	2	-10
S=C(NCCc1ccccc1)Nc1nccs1
 : -1.4	2	101	-9	0.9	-9	-4	-2	1	-13
CC1CCN(Cc2nnnn2-c2cccc([N+](=O)[O-])c2)CC1
 : -0.3	0	90	-15	0.0	-1	-1	-3	-17	1
O=c1c2[nH]cnc2n(-c2cccc(Br)c2)c(=O)n1Cc1ccccc1
 : -0.2	7	93	-5	0.2	-5	-2	?	-2	-4
COc1ccccc1CC(=O)Nc1ccc(S(=O)(=O)N2CCCCC2)cc1
 : -0.1	-5	96	-4	-0.1	-1	-1	13	-36	7
CCc1ccc2c(c1)C(=O)c1ccccc1C2=O
 : -2.6	-3	108	-1	1.1	-18	-3	-2	5	-4
